Compound activity: PubChem, ICCB-Longwood Screening Facility, Harvard Medical School
Polio RdRp inh = poliovirus RdRp elongation inhibitors, primary screen, biochemical, fluorescence polarization, total intensity; Genome polyprotein (Poliovirus type 1 (strain Mahoney)), P03300; poliovirus polymerase elongation; active compounds read low; % elongation, % (compound at 16.7 µg/mL); 150,000 tested, 0.66% active; AID 588519, 2011; in the data active = % elongation below about 90%; also: some results filed as inactive read as strong as hits
Target sequence (P03300 1749-2209 limits assumed): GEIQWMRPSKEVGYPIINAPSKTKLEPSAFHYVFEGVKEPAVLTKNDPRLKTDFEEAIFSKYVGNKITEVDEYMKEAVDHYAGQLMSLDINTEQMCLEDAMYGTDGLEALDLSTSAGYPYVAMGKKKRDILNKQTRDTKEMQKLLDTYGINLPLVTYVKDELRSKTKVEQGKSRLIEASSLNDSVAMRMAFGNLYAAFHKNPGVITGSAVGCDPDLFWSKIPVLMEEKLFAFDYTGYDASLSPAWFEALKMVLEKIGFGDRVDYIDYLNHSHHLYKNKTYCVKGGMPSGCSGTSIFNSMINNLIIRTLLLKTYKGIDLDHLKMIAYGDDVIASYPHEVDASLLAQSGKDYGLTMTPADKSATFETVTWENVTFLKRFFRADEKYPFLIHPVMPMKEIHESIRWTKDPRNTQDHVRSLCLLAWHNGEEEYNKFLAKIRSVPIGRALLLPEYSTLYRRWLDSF
Polio RdRp inh FP z-score = recorded beside Polio RdRp inh, whose call it bears; z-score; measured here: FP z-score; hits read low
Numbers without * were called inactive.

Screening CCOC(=O)CC1C(=O)NCCN1Cc1ccc(Cl)c(F)c1 (stereo unspecified) returned Polio RdRp inh 100.0 and Polio RdRp inh FP z-score -0.8.
For CCc1ccccc1NC(=O)CN1CCNCC1 the results were Polio RdRp inh 102.0 and Polio RdRp inh FP z-score -0.1.
O=C(OC1CCCCC1=O)c1cccnc1Cl (stereo unspecified) was read as Polio RdRp inh 102.0 and Polio RdRp inh FP z-score 0.1.
`CS(=O)(=O)c1ccccc1C(=O)Nc1ccc(-c2nc3ccccc3o2)cc1` gave Polio RdRp inh 100.0 and Polio RdRp inh FP z-score -1.
Screening CCOc1ccc(NC(=O)CN2CCSc3ccc(S(=O)(=O)N4CCCC4)cc32)cc1 returned Polio RdRp inh 107.0 and Polio RdRp inh FP z-score 0.
`Cc1nn(-c2ccccc2)c2c1CC1(C(=O)NC(=O)c3ccccc31)C1CCCN21` (stereo unspecified) gave Polio RdRp inh 83.0* and Polio RdRp inh FP z-score -3.6*.
O=[N+]([O-])c1cc(-c2nc(-c3cccnc3)no2)ccc1NCc1ccccc1 was read as Polio RdRp inh 105.0 and Polio RdRp inh FP z-score -0.6.
For CNCC(=O)Nc1cc(C)ccc1C the results were Polio RdRp inh 103.0 and Polio RdRp inh FP z-score 0.1.
COC(=O)c1ccc(S(=O)(=O)N(CCO)CCO)n1C was read as Polio RdRp inh 101.0 and Polio RdRp inh FP z-score -0.3.
COc1ccc(-c2cc(C(F)(F)F)nc(SCCC(=O)N(C)c3ccccc3)n2)cc1 was read as Polio RdRp inh 104.0 and Polio RdRp inh FP z-score 0.6.
`CCOC(=O)c1cn2nc(-c3ccc(OCC)cc3)cc2nc1C` gave Polio RdRp inh 102.0 and Polio RdRp inh FP z-score 0.1.
Screening Cc1ccc(COc2ccccc2C(N)=O)cc1 returned Polio RdRp inh 107.0 and Polio RdRp inh FP z-score 0.7.

The final five entries of the section above come first, to join the parts.
For CNCC(=O)Nc1cc(C)ccc1C the results were Polio RdRp inh 103.0 and Polio RdRp inh FP z-score 0.1.
COC(=O)c1ccc(S(=O)(=O)N(CCO)CCO)n1C was read as Polio RdRp inh 101.0 and Polio RdRp inh FP z-score -0.3.
COc1ccc(-c2cc(C(F)(F)F)nc(SCCC(=O)N(C)c3ccccc3)n2)cc1 was read as Polio RdRp inh 104.0 and Polio RdRp inh FP z-score 0.6.
`CCOC(=O)c1cn2nc(-c3ccc(OCC)cc3)cc2nc1C` gave Polio RdRp inh 102.0 and Polio RdRp inh FP z-score 0.1.
Screening Cc1ccc(COc2ccccc2C(N)=O)cc1 returned Polio RdRp inh 107.0 and Polio RdRp inh FP z-score 0.7.
`CCCCn1nnc(NC(=O)CSc2ccc(Cl)cc2)n1` gave Polio RdRp inh 98.0 and Polio RdRp inh FP z-score -0.3.
Screening N#CCCN1CCNCC1 returned Polio RdRp inh 104.0 and Polio RdRp inh FP z-score 0.8.
Screening O=C(OCc1cccs1)C1CCCCC1 returned Polio RdRp inh 102.0 and Polio RdRp inh FP z-score 0.
Screening CN(c1ccccc1C(=O)O)S(=O)(=O)c1ccc2[nH]c(=O)oc2c1 returned Polio RdRp inh 105.0 and Polio RdRp inh FP z-score 0.
`FC(F)(F)c1ccccc1CNc1ccc(-c2nc3ncccc3o2)cc1` gave Polio RdRp inh 103.0 and Polio RdRp inh FP z-score 0.4.
`CCN(CC)CCCNC(=O)CCC(=O)NNc1nc2ccccc2c2nc(C)nn12` gave Polio RdRp inh 94.0 and Polio RdRp inh FP z-score -1.
`CCC1CSC(=Nc2ccc(Cl)c(Cl)c2)N1C(=O)CCc1c(C)[nH]c(=O)c(C#N)c1C` (stereo unspecified) gave Polio RdRp inh 105.0 and Polio RdRp inh FP z-score 0.4.
CC(O)CNc1nc2ccccc2n1CC(=O)NC12CC3CC(CC(C3)C1)C2 (stereo unspecified) was read as Polio RdRp inh 104.0 and Polio RdRp inh FP z-score 0.5.
Cc1noc(-c2ccccc2OCC(=O)O)n1 was read as Polio RdRp inh 100.0 and Polio RdRp inh FP z-score -0.6.
Cc1nn(C)c2c1c(-c1ccccc1)cc(=O)n2Cc1ccc(F)cc1Cl was read as Polio RdRp inh 103.0 and Polio RdRp inh FP z-score -0.9.
Screening CN(C)C(CNC(=O)C1CCCN1C(=O)c1cccs1)c1ccccc1 (stereo unspecified) returned Polio RdRp inh 106.0 and Polio RdRp inh FP z-score 0.7.
O=C(NN1C(=O)C2C3C=CC(C3)C2C1=O)C(O)c1ccccc1 (stereo unspecified) was read as Polio RdRp inh 100.0 and Polio RdRp inh FP z-score -0.1.

Structural class, the entries above with a COOH group
Screening CN(c1ccccc1C(=O)O)S(=O)(=O)c1ccc2[nH]c(=O)oc2c1 returned Polio RdRp inh 105.0 and Polio RdRp inh FP z-score 0.
Cc1noc(-c2ccccc2OCC(=O)O)n1 was read as Polio RdRp inh 100.0 and Polio RdRp inh FP z-score -0.6.

The listing picks up with the two entries that preceded the break.
Screening CN(C)C(CNC(=O)C1CCCN1C(=O)c1cccs1)c1ccccc1 (stereo unspecified) returned Polio RdRp inh 106.0 and Polio RdRp inh FP z-score 0.7.
O=C(NN1C(=O)C2C3C=CC(C3)C2C1=O)C(O)c1ccccc1 (stereo unspecified) was read as Polio RdRp inh 100.0 and Polio RdRp inh FP z-score -0.1.
`O=C1CCC(C(=O)N[C@@H](Cc2ccccc2)c2nc3ccccc3[nH]2)=NN1` gave Polio RdRp inh 99.0 and Polio RdRp inh FP z-score -0.7.
`CSc1nn(-c2ccccc2)cc1C(=O)Nc1cccc(C(F)(F)F)c1` gave Polio RdRp inh 101.0 and Polio RdRp inh FP z-score -0.5.
CCc1ccc(C(=O)CSc2nnc3oc4ccc(S(=O)(=O)N(C)C)cc4n23)cc1 was read as Polio RdRp inh 102.0 and Polio RdRp inh FP z-score 0.
`CNC1C(O)C(OC2C(N)CC(N)C(OC3OC(CN)=CCC3N)C2O)OCC1(C)O` (stereo unspecified) gave Polio RdRp inh 101.0 and Polio RdRp inh FP z-score 0.2.
`CC(C)C(C(=O)Nc1ccc(F)cc1)N1Cc2ccccc2C1=O` (stereo unspecified) gave Polio RdRp inh 100.0 and Polio RdRp inh FP z-score -0.5.
`COC(=O)c1cc(NC(=O)C2CCCN(S(=O)(=O)N3CCC(C)CC3)C2)cc(C(=O)OC)c1` (stereo unspecified) gave Polio RdRp inh 105.0 and Polio RdRp inh FP z-score 1.3.
For O=C(CN1CCN(c2ncccn2)CC1)N1CCCC1 the results were Polio RdRp inh 102.0 and Polio RdRp inh FP z-score 0.4.
For Cc1cc(C)c(NC(=O)CSc2nnc3[nH]c(=O)cc(C)n23)c(C)c1 the results were Polio RdRp inh 103.0 and Polio RdRp inh FP z-score -1.
Screening CCOC(=O)Nc1nnc(-c2ccccc2)s1 returned Polio RdRp inh 101.0 and Polio RdRp inh FP z-score -0.1.
Screening CCOc1ccc(OCCCC(=O)NC2=NCCS2)cc1 returned Polio RdRp inh 107.0 and Polio RdRp inh FP z-score 0.2.
Screening CCN1CCN(c2ncnc3c2cnn3-c2ccc(C)c(C)c2)CC1 returned Polio RdRp inh 111.0 and Polio RdRp inh FP z-score 0.6.
For Cc1c(C(=O)O)oc2ccc3c(c12)C(O)CC(C)(C)O3 (stereo unspecified) the results were Polio RdRp inh 102.0 and Polio RdRp inh FP z-score 0.2.
Cc1cccc2c3nc4ccccc4nc3n(CC#N)c12 was read as Polio RdRp inh 102.0 and Polio RdRp inh FP z-score -0.1.
Screening O=C1c2oc3ccccc3c(=O)c2C(c2ccccc2)N1Cc1ccc2c(c1)OCO2 (stereo unspecified) returned Polio RdRp inh 105.0 and Polio RdRp inh FP z-score 0.
CCCCc1nn2c(=O)cc(COC(=O)CNC(=O)COc3ccc(C)cc3)nc2s1 was read as Polio RdRp inh 101.0 and Polio RdRp inh FP z-score -1.
Screening COc1ccc(C(=O)Nc2ccccc2)cc1S(=O)(=O)Nc1ccc(Br)cc1 returned Polio RdRp inh 106.0 and Polio RdRp inh FP z-score 0.4.
`CN(C)S(=O)(=O)N1CCn2cccc2C1c1ccccc1` (stereo unspecified) gave Polio RdRp inh 106.0 and Polio RdRp inh FP z-score 0.3.
`CC(C)(C)n1cnc2cc(NCc3ccccn3)ccc21` gave Polio RdRp inh 100.0 and Polio RdRp inh FP z-score -0.6.
`Cc1ccc(S(=O)(=O)Nc2cc(-c3ccccc3)nn2C)cc1Cl` gave Polio RdRp inh 102.0 and Polio RdRp inh FP z-score 0.1.
Cc1ccc(S(=O)(=O)NC(Cc2ccccc2)C(=O)NN)cc1 (stereo unspecified) was read as Polio RdRp inh 99.0 and Polio RdRp inh FP z-score -0.8.
`CN1/C(=C2/SC(=S)N(N)C2=O)Sc2ccccc21` gave Polio RdRp inh 101.0 and Polio RdRp inh FP z-score -0.2.
Screening Cc1cc(C)cc(NC(=O)c2ccc3c(c2)NC(=O)c2ccccc2S3)c1 returned Polio RdRp inh 105.0 and Polio RdRp inh FP z-score 1.3.
CCOc1cc2sc(N3CCC(C(=O)Nc4ccc(C)cc4C)CC3)nc2cc1Br was read as Polio RdRp inh 112.0 and Polio RdRp inh FP z-score 0.6.
Screening CCOC(=O)c1c(C)[nH]c(C(=O)CSc2nc3ccccc3o2)c1C returned Polio RdRp inh 103.0 and Polio RdRp inh FP z-score 0.3.
`Cc1ccc(Cl)cc1N1CCN(C(=O)c2cnn(-c3ccc(Cl)cc3)c2C2CCNCC2)CC1` gave Polio RdRp inh 106.0 and Polio RdRp inh FP z-score -0.4.
Screening CN(C)c1ccc(/C=C2/C(=O)C3CCN2CC3)cc1 returned Polio RdRp inh 114.0 and Polio RdRp inh FP z-score 4.6.
O=C(Nc1nc2ccccc2s1)c1ccc(S(=O)(=O)N2CCCC2)cc1 was read as Polio RdRp inh 108.0 and Polio RdRp inh FP z-score 0.2.
Screening CNC(=O)/C(=C\c1ccc(Cl)cc1)NC(=O)c1ccco1 returned Polio RdRp inh 101.0 and Polio RdRp inh FP z-score 0.2.
`Cc1ccc(CSc2ccc3nnc(CCNS(=O)(=O)c4ccc(C)cc4)n3n2)cc1` gave Polio RdRp inh 108.0 and Polio RdRp inh FP z-score 0.2.
`CCOc1cccc(OCCCn2c(-c3ccc(Br)cc3)nc3ccccc3c2=O)c1` gave Polio RdRp inh 105.0 and Polio RdRp inh FP z-score 0.
CCOc1ccc(C(=O)O)o1 was read as Polio RdRp inh 103.0 and Polio RdRp inh FP z-score 0.3.
For Cc1ccc2ncc3c(-c4ccccc4)nn(CC(=O)NC4CCCCC4)c3c2c1 the results were Polio RdRp inh 100.0 and Polio RdRp inh FP z-score -1.4.
Screening CC1CCCC(C)N1C(=O)CSc1nc2ccccc2s1 (stereo unspecified) returned Polio RdRp inh 102.0 and Polio RdRp inh FP z-score 0.1.
For CC1(C)C2CCC1(C)C(OC(=O)CSc1ncn[nH]1)C2 (stereo unspecified) the results were Polio RdRp inh 103.0 and Polio RdRp inh FP z-score 0.2.
Screening O=C(Oc1ccccc1)C(c1ccccc1)c1ccccc1 returned Polio RdRp inh 101.0 and Polio RdRp inh FP z-score -0.1.
Screening C=CCn1c(-c2ccncc2)nn(CN2CCCC(C(=O)OCC)C2)c1=S (stereo unspecified) returned Polio RdRp inh 107.0 and Polio RdRp inh FP z-score 0.3.
For COC(CNC(=O)c1ccc2c(c1)C(=O)N(CCc1ccccc1)C2=O)OC the results were Polio RdRp inh 104.0 and Polio RdRp inh FP z-score 0.1.
For COc1cccc(CNc2nc3ccccc3c3nc(-c4cccc(C)c4)nn23)c1 the results were Polio RdRp inh 104.0 and Polio RdRp inh FP z-score 0.1.
COc1ccc(-c2sc(/N=C/c3cccs3)c(C#N)c2C)cc1OC was read as Polio RdRp inh 105.0 and Polio RdRp inh FP z-score 0.3.
`CCC(=O)Nc1nnc(CC(=O)N/N=C/c2ccc(O)cc2)s1` gave Polio RdRp inh 106.0 and Polio RdRp inh FP z-score 1.5.
Screening O=C(NC1CCCCC1)C1CCCN1C(=O)Oc1ccccc1 (stereo unspecified) returned Polio RdRp inh 105.0 and Polio RdRp inh FP z-score 0.2.
`Nc1c(NC2CCN(Cc3ccccc3)CC2)c2ccccc2oc1=O` gave Polio RdRp inh 101.0 and Polio RdRp inh FP z-score -0.1.
O=C(O)c1ccccc1C(=O)NCc1ccccc1 was read as Polio RdRp inh 102.0 and Polio RdRp inh FP z-score 0.5.
Screening COc1cc(C#N)ccc1OCC(=O)Nc1cccc2nsnc12 returned Polio RdRp inh 100.0 and Polio RdRp inh FP z-score -0.6.
Cc1ccc(NC(=O)CSc2nnc(C)c(=O)[nH]2)cc1 was read as Polio RdRp inh 100.0 and Polio RdRp inh FP z-score -1.2.
Screening Cc1ccc(Nc2c(-c3ccc(N4CCOCC4)cc3)nc3ccccn23)cc1 returned Polio RdRp inh 100.0 and Polio RdRp inh FP z-score 0.1.
For CCCCOc1ccc(C(=O)OCC2CCCN3CCCCC23)cc1OC (stereo unspecified) the results were Polio RdRp inh 104.0 and Polio RdRp inh FP z-score 0.6.
CCN1CC(=O)N(CC)C1=S was read as Polio RdRp inh 106.0 and Polio RdRp inh FP z-score 0.5.
Screening Cc1cccc(C)c1NC(=O)Cn1c(=O)n(Cc2ccco2)c(=O)c2ccc(C(=O)NC3CCCC3)cc21 returned Polio RdRp inh 106.0 and Polio RdRp inh FP z-score 0.3.
Screening Cc1ccc(S(C)(=O)=O)s1 returned Polio RdRp inh 97.0 and Polio RdRp inh FP z-score -0.4.
`COc1ccc(-c2cc3ccc(O)c(CN4CCN(C)CC4)c3oc2=O)cc1OC` gave Polio RdRp inh 101.0 and Polio RdRp inh FP z-score -1.5.
COc1ccc(C(=O)NCc2nc(-c3cccc(C)c3)no2)cc1OC was read as Polio RdRp inh 106.0 and Polio RdRp inh FP z-score -0.3.
Screening Cn1c(=O)oc2cc(S(=O)(=O)N3CCCC(C(=O)NCc4ccccc4Cl)C3)ccc21 (stereo unspecified) returned Polio RdRp inh 109.0 and Polio RdRp inh FP z-score 0.4.
`CN(C)C(=O)CSc1nnc2c(Cl)cc(Cl)cn12` gave Polio RdRp inh 100.0 and Polio RdRp inh FP z-score -0.4.
Screening CC1(C)CC(=O)C(C=NC2CCCC2)=C(O)C1 returned Polio RdRp inh 102.0 and Polio RdRp inh FP z-score 0.2.

The list is partial, so the mix of outcomes need not match the whole.
